High-throughput results (PubChem)
Abeta yeast res = qHTS for compounds that reverse cellular toxicity of Amyloid beta (A-beta) peptide in yeast: Primary Screen | yeast expressing A-beta42, growth rescue, OD600, 48 h; response scale: 0% DMSO, 100% iron-clioquinol control | 0.063% of 410,000 active | Potency, µM (top dose mostly 46.1 µM), inactives show at the top dose growth rescue, most hits filed as activators; also: potency is read from the fitted curve at half-maximal effect; nearly all actives have a fitted effect of over 55% in size
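Yeast growth medium received pinned compounds, then yeast cells expressing toxic A-beta were added; plates incubated at 30 C for 48 hr. Growth read as absorbance at 600 nm, normalized to DMSO and equimolar FeCl3 plus clioquinol controls.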
GLP1R inv ag = qHTS of GLP-1 Receptor Inverse Agonists (Inhibition Mode) | Glucagon-like peptide 1 receptor (Homo sapiens), P43220 | HEK293 GLP-1R CRE-luciferase, luminescence, 24 h; GLP-1R form is constitutively active | Potency, µM (highest dose often 38.3 µM), without a hit: top-dose activity change, negative = inhibition, usual class: inhibitors | 1.6% of 410,000 active | AID 624417, 2012; also: potency is read from the fitted curve at half-maximal effect; % is scaled to controls: 0 for no effect and ±100 for the full control effect; nearly all actives have a fitted effect of over 55% in size
Target sequence (P43220 whole entry, looked up): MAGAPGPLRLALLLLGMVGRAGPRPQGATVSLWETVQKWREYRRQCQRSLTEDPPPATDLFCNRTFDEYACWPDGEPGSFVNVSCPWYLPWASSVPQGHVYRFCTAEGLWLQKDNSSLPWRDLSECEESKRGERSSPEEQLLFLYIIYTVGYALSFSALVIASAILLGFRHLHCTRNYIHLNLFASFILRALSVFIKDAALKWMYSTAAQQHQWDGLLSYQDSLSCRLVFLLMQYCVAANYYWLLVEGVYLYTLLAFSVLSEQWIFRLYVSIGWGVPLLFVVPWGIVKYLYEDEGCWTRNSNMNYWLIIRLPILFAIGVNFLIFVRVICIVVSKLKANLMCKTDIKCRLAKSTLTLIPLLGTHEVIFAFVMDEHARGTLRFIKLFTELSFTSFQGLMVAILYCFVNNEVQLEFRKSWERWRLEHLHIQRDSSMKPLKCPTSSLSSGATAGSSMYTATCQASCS
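Inverse agonism was detected as reduced cAMP-driven luciferase luminescence after 24 h compound treatment. The cells were HEK293 clones expressing constitutively active human GLP-1R with the reporter. Reporter-only and GPR119 cell lines served as counterscreen controls.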
FUS yeast rescue = qHTS for Suppressors of FUS Proteinopathy: Primary screen using FUS-linked yeast assay; S. cerevisiae FUS-expressing, growth rescue, OD600, 24 h; Potency, µM (series often up to 76.6 µM), without a hit: at the highest dose growth rescue (activation), actives largely listed as activators; 0.24% of 390,000 active;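 also: potency is read from the fitted curve at half-maximal effect; plate controls were DMSO vehicle for no effect and reference control for full effect; nearly all actives have a fitted effect of over 55% in size; some results filed as inactive show a strong effect at the top dose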
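Absorbance at 600 nm, taken 24hr after compound addition, measured rescue of FUS-yeast growth at 30C. Induction used 2% galactose with seeding at OD 0.005. Controls: CP55940 from 92uM final, DMSO only.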
Akt phos inh = HTS Assay for Inhibitors of Akt Phophorylation: Primary Screen | Neuro2A IGF-stimulated pAkt S473 HTRF, 20 min; hits give low values | activity change, % for hits at 50 µM | 0.32% of 360,000 active | AID 651550, 2012; in the data active = activity change below about -80%; inconclusive = mostly about -51% to -80%; also: % is scaled to controls: 0 for no effect and ±100 for the full control effect
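Neuro2A cells (4,500/well, DMEM with 0.5% FBS) were treated with compound at a single 50 µM final concentration, stimulated with 6 nM IGF for 20 min at 37 °C, and lysed. Phospho-Akt Ser473 was read by HTRF as 665/615 ratio ×10^4.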
TDP-43 yeast inh = qHTS of TDP-43 Inhibitors | TDP-43 expressing yeast growth rescue, BacTiter-Glo, 24 h | Potency, µM (highest dose often 46.1 µM), for the others: top-dose growth rescue (activation), most hits filed as activators | 1.8% of 410,000 active; also: potency is read from the fitted curve at half-maximal effect; % of control where 0% means no effect; nearly all actives have a fitted effect of over 50% in size
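Growth rescue of TDP-43-toxic yeast measured as ATP luminescence (BacTiter-Glo). Cells grown to mid-log in raffinose, induced in galactose at OD600=0.02, exposed to compound 24 hr at 30 deg C.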
PTHR1 ag = qHTS for PTHR1 Agonists: Primary Screen; Parathyroid hormone/parathyroid hormone-related peptide receptor (Homo sapiens), Q03431; HEK293 GP2 PTHR1 cells, GloSensor cAMP luminescence, 1 h; Potency, µM (highest dose often 115 µM), without a hit: at the top dose activation, hits mostly activators; 0.075% of 410,000 active; AID 743266, 2014; also: potency is read from the fitted curve at half-maximal effect; nearly all actives have a fitted effect of over 55% in size; some results filed as inactive show a strong effect at the top dose; inactives centre near -15; many of its hits are not listed in these tables
Target sequence (Q03431 whole entry, looked up): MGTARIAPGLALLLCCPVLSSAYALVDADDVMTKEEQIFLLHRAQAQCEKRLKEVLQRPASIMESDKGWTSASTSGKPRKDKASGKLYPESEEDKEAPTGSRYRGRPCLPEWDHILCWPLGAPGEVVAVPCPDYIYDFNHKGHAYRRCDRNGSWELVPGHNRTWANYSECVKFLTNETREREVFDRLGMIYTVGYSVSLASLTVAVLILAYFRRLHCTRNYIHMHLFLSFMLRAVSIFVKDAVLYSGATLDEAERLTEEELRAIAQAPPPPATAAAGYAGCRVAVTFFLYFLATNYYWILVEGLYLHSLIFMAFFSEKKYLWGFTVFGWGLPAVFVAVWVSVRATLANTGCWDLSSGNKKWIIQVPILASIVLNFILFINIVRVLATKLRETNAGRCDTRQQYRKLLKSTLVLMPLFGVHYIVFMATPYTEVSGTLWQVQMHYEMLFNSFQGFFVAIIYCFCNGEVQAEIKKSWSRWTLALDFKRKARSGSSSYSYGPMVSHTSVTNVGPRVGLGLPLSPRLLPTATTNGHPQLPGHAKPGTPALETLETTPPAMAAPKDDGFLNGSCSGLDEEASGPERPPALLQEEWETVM
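HEK-293-derived GP2 cells expressing PTHR1 and a GloSensor cAMP reporter, 3,000/well, plated overnight, given luciferin plus IBMX (each 0.5 mM as added) for 1 h at 37 °C, then compound for 1 h at 37 °C. Luminescence was read after 15 min at room temperature.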
HEK293 tox = qHTS of GLP-1 Receptor Inverse Agonists: Cytotox Screen | 0.13% of 410,000 active | Potency, µM (highest dose often 38.3 µM), inactives show at the top dose activity change, negative = inhibition, hits mostly inhibitors | HEK293 cAMP-luciferase reporter cells, luminescence, 24 h;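 also: loss of luciferase light is scored as toxicity; potency is read from the fitted curve at half-maximal effect; % is scaled to controls: 0 for no effect and ±100 for the full control effect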
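Compound-treated cells are incubated 24 hr at 37 deg C under 5% CO2 after a 12 hour attachment period, then luciferase detection reagent is added and luminescence is measured following 12 min at room temperature; lowered signal indicates toxicity.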
MmCpn inh = Inhibitors of TCP-1 ring complex (TRiC) of Methanococcus maripaludis (MmCpn): qHTS; AID 504842, 2011; Potency, µM (titrated, usually from 76.9 µM), inactives show top-dose activity, negative = inhibition, usual class: inhibitors; 0.031% of 330,000 active; Chaperonin Mm-Cpn (Methanococcus maripaludis); purified Mm-Cpn ATPase, ADP Transcreener TR-FRET; also: potency is read from the fitted curve at half-maximal effect; % is scaled to controls: 0 for no effect and ±100 for the full control effect; nearly all actives have a fitted effect of over 80% in size
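ATPase read-out: TR-FRET ADP immunoassay (anti-ADP Eu cryptate vs ADP-d2), ex 320 nm, em 590/665 nm; signal drops as ADP forms. Enzyme 25 nM, ATP 10 uM, 30 min at 37°C after 10 min compound preincubation.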
aSyn rescue = qHTS of alpha-syn Inhibitors; Yeast expressing alpha-synuclein, growth rescue, BacTiter-Glo, 24 h; Potency, µM (top dose mostly 46.1 µM), for inactives: top-dose growth rescue (activation), actives largely listed as activators; 0.14% of 370,000 active; AID 652106, 2013; also: potency is read from the fitted curve at half-maximal effect; % of control where 0% means no effect; nearly all actives have a fitted effect of over 65% in size
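Screening used galactose-induced yeast with toxic alpha-synuclein levels, exposed to compound for 24 hr at 30 deg C. Cell growth, read with BacTiter-Glo luminescence, gave the measured signal.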
* = called active by the depositor; i = inactive; u = inconclusive; x = no result given; [ ] = remark or other dose. Unless noted, calls follow the shape of the dose curve; as a rule, active = well fitted curve in the direction sought with a large enough effect; inconclusive = small, poorly fitted or top-dose-only effect, or another doubt; inactive = no such curve, though single readings can be large; an effect the other way counts as inactive or inconclusive.

SMILES	Abeta yeast res	GLP1R inv ag	FUS yeast rescue	Akt phos inh	TDP-43 yeast inh	PTHR1 ag	HEK293 tox	MmCpn inh	aSyn rescue
Cc1cc(C)cc(NS(=O)(=O)c2cccs2)c1	8%	-20%	-14%	i	14%	-16%	8%	-3%	6%
Nc1c(C(=O)NCc2ccco2)sc2nc(N3CCOCC3)c3c(c12)CCCC3	4%	102%[activator]	u	i	-2%	-18%[57.5 µM]	13%	-16%	-3%
CN(C)S(=O)(=O)c1ccc(NC(=O)C2CCCN(C(=O)c3ccc(Cl)cc3)C2)cc1 (stereo unspecified)	0%	-7%	x	i	1%	i	21%	-1%	0%
Cc1cc(Br)ccc1NC(=O)CN1C(=O)c2cccnc2Sc2ccccc21	2%	5%	3%	x	17%	-41%[inhibitor]	-9%	x	x
O=[N+]([O-])c1cccc(/C=C/c2ccncc2)c1	-2%	45%[activator]	-12%	i	-6%	i	-15%	0%	-2%
O=C(O)c1ccc(N=c2oc3cc(O)ccc3cc2C(=O)NCc2ccccc2)cc1	-33%	16%	10%	i	-17%	-30%[inhibitor]	x	-3%	-18%
COc1cccc(-c2ccc(CN3C(C)C(=O)N(Cc4cn(Cc5ccco5)nn4)CCS3(=O)=O)cc2)c1OC (stereo unspecified)	-10%	-14%	-6%	i	15%	-14%	-1%	x	-6%
COc1cc(C(=O)N/C(=C\c2cn(C)c3ccccc23)C(=O)N2CCOCC2)cc(OC)c1OC	6%	22%	20%	i	7%	-13%	-2%	-3%	-2%
CNc1nc(N)c([N+](=O)[O-])c(Nc2ccccc2OC)n1	-22%	59%[activator]	2%	i	2.5µM*	i	-6%	1%	13%
COc1ccc(C2=NS(=O)(=O)N(C)C(C(=O)Nc3ccc(OC)c(OC)c3)=C2)cc1	-6%	32%[activator]	28%	i	7%	-23%	-3%	1%	u
CN(C)C1=NCCN1CCc1cccc(F)c1	-6%	8%	-15%	i	u	-11%	18%	2%	-1%
Cc1ccc(NC(=O)CNCc2cccs2)c(Br)c1	7%	5%	-8%	i	-4%	-25%	0%	0%	2%

Shown with each value named: three of the compounds above.
> CNc1nc(N)c([N+](=O)[O-])c(Nc2ccccc2OC)n1
  Abeta yeast res: -22%	GLP1R inv ag: 59%[activator]	FUS yeast rescue: 2%	Akt phos inh: i	TDP-43 yeast inh: 2.5µM*	PTHR1 ag: i	HEK293 tox: -6%	MmCpn inh: 1%	aSyn rescue: 13%

> COc1ccc(C2=NS(=O)(=O)N(C)C(C(=O)Nc3ccc(OC)c(OC)c3)=C2)cc1
  Abeta yeast res: -6%	GLP1R inv ag: 32%[activator]	FUS yeast rescue: 28%	Akt phos inh: i	TDP-43 yeast inh: 7%	PTHR1 ag: -23%	HEK293 tox: -3%	MmCpn inh: 1%	aSyn rescue: u

> CN(C)C1=NCCN1CCc1cccc(F)c1
  Abeta yeast res: -6%	GLP1R inv ag: 8%	FUS yeast rescue: -15%	Akt phos inh: i	TDP-43 yeast inh: u	PTHR1 ag: -11%	HEK293 tox: 18%	MmCpn inh: 2%	aSyn rescue: -1%

Not a retest: entries from further up.
SMILES	Abeta yeast res	GLP1R inv ag	FUS yeast rescue	Akt phos inh	TDP-43 yeast inh	PTHR1 ag	HEK293 tox	MmCpn inh	aSyn rescue
Cc1cc(C)cc(NS(=O)(=O)c2cccs2)c1	8%	-20%	-14%	i	14%	-16%	8%	-3%	6%
Nc1c(C(=O)NCc2ccco2)sc2nc(N3CCOCC3)c3c(c12)CCCC3	4%	102%[activator]	u	i	-2%	-18%[57.5 µM]	13%	-16%	-3%
CN(C)S(=O)(=O)c1ccc(NC(=O)C2CCCN(C(=O)c3ccc(Cl)cc3)C2)cc1 (stereo unspecified)	0%	-7%	x	i	1%	i	21%	-1%	0%

(next part)
SMILES	Abeta yeast res	GLP1R inv ag	FUS yeast rescue	Akt phos inh	TDP-43 yeast inh	PTHR1 ag	HEK293 tox	MmCpn inh	aSyn rescue
COc1ccccc1NC(=O)CN(Cc1ccco1)C(=O)c1cncc(Br)c1	0%	-28%	-6%	i	-8%	i	-4%	1%	1%
O=C(CCn1c(=O)oc2ccccc21)NCc1ccc2c(c1)OCO2	-6%	-16%	-4%	i	7%	-11%	-9%	0%	-3%
COc1cc(OC)c(C(=O)N2CCCC2)cc1OC	-19%	9%	-26%	i	11%	-3%	3%	1%	1%
NC(=O)c1ccc(NC(=O)CSC2=Nc3ccccc3C3CC=NN23)cc1 (stereo unspecified)	5%	32%[activator]	26%	i	4%	i	-29%	-5%	5%
CC1O[C@H](OC2C(COC3OC(CO)C(O)[C@H](O)C3O)OC(OC3CC[C@]4(C)C(CC[C@@]5(C)[C@@H]4C=C[C@]46OC[C@@]7(CCC(C)(C)C[C@H]74)C(O)C[C@@]56C)C3(C)C)C(O)C2O)C(O)C(O)C1O (stereo partly specified)	x	0%	u	i	18%	-24%	-5%	-3%	0%
Cc1ccc(-n2c3c(cc(C(=O)NCc4ccco4)c2=O)C(=O)CCC3)cc1	-2%	16%	-9%	i	8%	-6%	-20%	-3%	10%
CC(=O)c1ccc(C(=O)N2CCCC(CCC(=O)N(C)CCc3ccccn3)C2)s1 (stereo unspecified)	1%	-7%	-9%	i	-5%	-11%	22%	1%	5%
C=CCn1c(SCC(N)=O)nnc1-c1cnccn1	4%	-6%	8%	i	-18%	i	-12%	1%	-5%
CCCCCCC(=O)N1CCCC(c2nc(-c3cccc(OC)c3)no2)C1 (stereo unspecified)	-3%	u	u	i	u	-24%	12%	-3%	-8%
N=C1C(c2nc(-c3ccc(Cl)cc3)cs2)=C(O)CN1NC(=O)c1ccc(O)cc1	11%	4%	13%	i	6%	12%	1%	-10%	3%
Cc1c(NC(=S)NC(=O)c2ccc(Br)o2)c(=O)n(-c2ccccc2)n1C	6%	25%	-6%	i	0%	-4%	0%	0%	5%
CCc1ccc(S(=O)(=O)c2cn(CC(=O)Nc3ccc(F)c(Cl)c3)c3ccccc3c2=O)cc1	-2%	u	-11%	x	26%	-30%[inhibitor]	1%	x	x
COc1ccc(-c2noc(-c3ccc(N4CCCC4)c([N+](=O)[O-])c3)n2)cc1OC	-5%	13%	-9%	x	27%	-28%	2%	x	x
Cc1nc2ccccc2c(=O)n1NC(=O)c1ccc([N+](=O)[O-])cc1	-20%	22%[7.66 µM]	4%	i	-6%[9.22 µM]	-3%	4%[7.66 µM]	0%	-4%
Cc1ccc(/C=C2\SC(=S)N(CCCC(=O)Nc3cccnc3)C2=O)cc1	10%	u	-3%	i	-4%	-25%	-2%	-1%	4%
COCCN(Cc1nc(C(c2ccccc2)c2ccccc2)no1)C(C)C	u	u	11%	i	2%	i	-7%	1%	5%
Cc1ccc(CNC(=O)CN2C(=O)COc3ccc(S(=O)(=O)Nc4ccccc4)cc32)cc1	-10%	-32%	44%	x	14%	-22%	-3%	x	x
CCOc1ccccc1NC(=O)Cn1c(=O)n(CCCC(=O)NCc2ccc(C)cc2)c(=O)c2ccccc21	7%	-8%	3%	x	20%	u	1%	x	x
COC(=O)C(CCSC)NC(=O)c1cc2c(n(-c3ccccc3)c1=O)CCCC2=O (stereo unspecified)	10%	12%	-2%	i	4%	i	-1%	-3%	3%
Cc1cc2c3c([nH]c2cc1S(=O)(=O)NCCCOC(C)C)CC(C)(C)CC3=O	6%	-16%	-3%	i	28%	-80%[inhibitor]	-16%	-1%	1%
O=S1(=O)CCO[C@H]2Cc3ccccc3[C@H]2N1Cc1ccc(F)cc1	-13%	-19%	12%	i	-2%	8%	5%	3%	-2%
COc1ccc(Nc2nnc(C)c(=O)[nH]2)cc1	0%	-9%	6%	i	7%	i	8%	0%	-5%
Cc1ccc2nc(-c3ccc(N4C(=NC(=O)CCC(=O)O)SC5CS(=O)(=O)CC54)cc3)sc2c1 (stereo unspecified)	7%	6%	x	i	7%	-66%[inhibitor]	-11%	-3%	5%
CCCc1cc(=O)[nH]c(SCC(=O)Nc2cc(S(=O)(=O)N3CCCCC3)ccc2Cl)n1	-7%	-30%	x	i	15%	i	-13%	x	-2%
COC(=O)CN1C(=O)C2(C(C#N)=C(N)Oc3c2c(C)nn3-c2ccccc2)c2ccccc21 (stereo unspecified)	-13%	12%	31%	x	-22%	i	2%	-2%	3%
Cc1nn2c(-c3ccncc3)nnc2c2ccccc12	24%	70%[activator]	-10%	i	-8%	0%	-1%	0%	u
CCCNC(=O)C1(C)CCCN(Cc2ccc(Cl)cc2)C1 (stereo unspecified)	8%	-18%	-25%	i	24%	-14%	5%	x	7%
Cc1ccc(SCC(=O)NC(C)c2ccccc2)cc1 (stereo unspecified)	20%	-29%	-9%	i	u	-17%	0%	-4%	12%
O=C(CCSCc1cccc(Cl)c1)NCCC1=CCCCC1	25%	10µM*	24%	i	u	i	-6%	1%	19%

Not all compounds are listed (hit frequency here may not be typical).
